MEKK2 WT-MEK5 = raises or lowers MEK5 binding to wildtype human MEKK2 PB1 domain | bead flow cytometry, Alexa488-MEK5 binding to MEKK2 WT; actives lie on both sides | binding response (% of control), % at 10 µM | 1.1% of 290,000 active | AID 1531; in the data active = binding response below about 67% or above about 130%
CRFBP-R2 block = antagonists of CRF-binding protein/CRF-R2 receptor complex | HEK293 CRF-R2/CRF-BP, CRF-induced calcium fluorescence | inhibition, % at 11.8 µM | AID 588475 | 0.59% of 350,000 active;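 active = inhibition of the ligand-induced calcium signal above about 50% at the single tested concentration, limit read from the data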
MEKK2mut PB1 HTS = signal of MEK5 binding to mutant human MEKK2 PB1 domain | bead flow cytometry, Alexa488-MEK5 binding to MEKK2 mutant | percent response, % at 10 µM | 0.35% of 290,000 active | AID 1530; in the data active = percent response above about 24%, passing the limit was not always enough; note: inactives centre near 1; some results filed as inactive read as strong as hits
CRFR2-BP ag = agonists of human CRF-binding protein/CRF-R2 receptor complex | activation, % at 13.2 µM | 0.46% of 350,000 active | HEK293 CRF-R2/CRF-BP, calcium dye fluorescence (FLIPR); percent of saturating CRF peptide response;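 active = activation of at least 50%, plus an integration ratio under a set limit after plate pattern correction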;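 note: plate controls were neutral control wells without compound for no effect and CRF at EC100 for full effect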
NS3 helicase inh = blocks Hepatitis C virus NS3 helicase unwinding; NS3 helicase DNA unwinding, Cy5 molecular beacon fluorescence; inhibition, % at 10.9 µM; 0.56% of 290,000 active;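 active = inhibition above the mean of all tested compounds plus 3 SD, set per campaign, cut at about 35% in these data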;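 note: 0% = DMSO wells and 100% = thioflavine S control wells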
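test system = hepatitis C virus NS3 helicase domain fragment enzyme | reagent = annealed dual-labelled DNA beacon duplex, ATP-started | times = 1 h at 25 °C | detection = Cy5 fluorescence, 0 and 60 min reads | read-out basis = percent inhibition from t60/t0 fluorescence ratio | control set = DMSO and thioflavine S | replication = one well per compound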
DNA FID counter = displaces DNA intercalator in HCV helicase counter-screen | DNA fluorescent intercalator displacement, fluorescence | inhibition, % at 7.9 µM | 0.17% of 290,000 active; in the data active = inhibition above about 37%;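 note: 0% = vehicle and 100% = reference compound; higher means more ethidium bromide displaced from hairpin DNA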
MEKK3 PB1 HTS = modulators (inhibitors or enhancers) of MEK5 binding to human MEKK3 PB1 domain; Q99759; bead-based flow cytometry, Alexa488-MEK5 binding to MEKK3; actives lie on both sides; 0 = blocked by unlabeled MEK5, 100 = vehicle; binding response (% of control), % at 10 µM; 1.4% of 290,000 active; AID 1529;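 active = binding response more than 3 SD above or below the average of its plate-row segment, actives on both sides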;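 note: Alexa488 bead fluorescence after subtracting the streptavidin-only scavenger bead signal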
Target sequence (Q99759 whole entry, looked up, the tested form may be a part): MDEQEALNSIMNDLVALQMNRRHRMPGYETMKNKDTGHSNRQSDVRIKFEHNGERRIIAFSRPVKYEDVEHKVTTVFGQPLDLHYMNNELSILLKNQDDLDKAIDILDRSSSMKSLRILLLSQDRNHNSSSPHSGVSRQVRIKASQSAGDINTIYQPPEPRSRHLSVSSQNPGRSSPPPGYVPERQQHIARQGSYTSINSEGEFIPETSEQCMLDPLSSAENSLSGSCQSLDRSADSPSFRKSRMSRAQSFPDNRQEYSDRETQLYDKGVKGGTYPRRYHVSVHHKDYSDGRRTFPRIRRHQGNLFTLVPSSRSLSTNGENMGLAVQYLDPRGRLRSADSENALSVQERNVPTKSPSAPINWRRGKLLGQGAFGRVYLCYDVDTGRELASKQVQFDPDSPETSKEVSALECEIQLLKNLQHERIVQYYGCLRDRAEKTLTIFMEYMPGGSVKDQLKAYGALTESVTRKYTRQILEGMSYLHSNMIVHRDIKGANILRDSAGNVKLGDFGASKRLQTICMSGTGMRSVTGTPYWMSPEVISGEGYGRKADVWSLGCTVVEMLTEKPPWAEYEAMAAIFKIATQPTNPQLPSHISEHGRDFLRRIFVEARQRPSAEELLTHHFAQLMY
SUMO HTRF inh = inhibitors of human SUMOylation (UBC9) | AID 2006 | inhibition, % at 35 µM | HTRF SUMOylation assay, SAE1/SAE2 + UBC9, in vitro | 0.36% of 290,000 active | P63279; in the data active = inhibition above about 50%, passing the limit was not always enough; note: strong numbers were not always called active
Target sequence (P63279 whole entry, looked up): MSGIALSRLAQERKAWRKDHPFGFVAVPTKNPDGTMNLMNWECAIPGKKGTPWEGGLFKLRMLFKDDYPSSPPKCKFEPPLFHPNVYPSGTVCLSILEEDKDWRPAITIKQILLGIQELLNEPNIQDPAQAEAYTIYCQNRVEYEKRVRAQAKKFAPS
GalR3 antag = human GalR3 antagonism; AID 651719; inhibition, % at 3 µM; 0.44% of 360,000 active; O60755; HEK293 GalR3-CNG cAMP membrane potential fluorescence; galR3 body fused to GalR1 C-terminus;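 active = inhibition above the screen-wide average plus 3 SD, cut at about 13% in these data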;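 note: forskolin and galanin both at EC90 stimulate the cells; cAMP rise reported by CNG channel membrane potential dye signal; 0% = forskolin plus galanin with DMSO and 100% = forskolin alone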
Target sequence (O60755 1-299 limits assumed): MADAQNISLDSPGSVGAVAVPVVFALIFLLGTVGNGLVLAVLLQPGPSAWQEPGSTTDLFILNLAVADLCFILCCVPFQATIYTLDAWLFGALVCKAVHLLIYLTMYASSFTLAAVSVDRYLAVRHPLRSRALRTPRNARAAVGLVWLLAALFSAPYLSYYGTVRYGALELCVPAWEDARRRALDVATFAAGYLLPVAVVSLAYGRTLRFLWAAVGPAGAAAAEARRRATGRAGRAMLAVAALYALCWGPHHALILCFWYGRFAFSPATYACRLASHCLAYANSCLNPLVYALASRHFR
An asterisk follows results filed as active; x = no result given. Some of the compounds tested; count on the stated rates, not on these rows.

cpd	structure	MEKK2 WT-MEK5	CRFBP-R2 block	MEKK2mut PB1 HTS	CRFR2-BP ag	NS3 helicase inh
1	COc1ccc(C(=O)CSc2nnc(C3CC3)n2N)cc1	95	5	-3	-1.0	8
2	COc1ccc(OC)c(NC(=O)CN2CCC(NC(=O)c3ccccc3C)CC2)c1	94	3	-1	0.3	4
3	Cc1occc1-c1nnc(SCC(=O)Nc2ccccc2)n1C	-13*	5	3	0.6	-1
4	CCc1c(C)nc2ncnn2c1NCc1cccs1	106	7	4	0.2	-2
5	CCn1nc(C)c(CNC(=O)c2cc(COc3cncc(Cl)c3)on2)c1C	103	7	2	-0.5	-1
6	CCN1CCN(C(=O)/C(=C/c2cccs2)NC(=O)c2ccc(C)c(C)c2)CC1	105	-6	4	-0.7	-14
7	NS(=O)(=O)c1ccc(NC(=O)CSc2nc3c(c(=O)[nH]2)CCCC3)cc1	98	2	0	-1.5	-5
8	COc1ccc(OC)c(NC(=S)N2CCN(c3ccccn3)CC2)c1	99	16	-3	-1.4	-1
9	O=C(NNc1ccccc1F)C1CCC1	91	-23	-5	-0.1	-7
10	Clc1cccc(Nc2ncnc3c2cnn3-c2ccccc2)c1	108	-15	-3	1.6	x

cpd	DNA FID counter	MEKK3 PB1 HTS	SUMO HTRF inh	GalR3 antag
1	-8	96	6	-2
2	-17	97	15	-2
3	11	92	3	0
4	-4	109	-4	-13
5	-24	103	-10	-3
6	1	100	4	-1
7	-5	102	-11	-4
8	-6	98	17	-1
9	-4	97	10	-7
10	x	99	-19	-1

(more compounds)
cpd	structure	MEKK2 WT-MEK5	CRFBP-R2 block	MEKK2mut PB1 HTS	CRFR2-BP ag	NS3 helicase inh
11	COc1cc(/C=C2\SC(=S)N(N3CCOCC3)C2=O)cc(OC)c1OC	91	-37	-1	1.4	-6
12	COC(=O)C1=C(O)C2(C(=O)O)CC(C(=O)OC)=C(O)C(C(=O)O)(C1)C2	101	14	2	-1.0	-4
13	c1ccc(Cc2noc(CN3CCN(Cc4ccc5c(c4)OCO5)CC3)n2)cc1	97	-4	-11	2.2	-4
14	O=C(Oc1cccc(O)c1)C1CCCCC1	78	x	-9	x	-2
15	CCCC1(C(=O)OC)NC(c2ccc(OC)c(OC)c2)C2C(=O)N(c3cccc(C(C)=O)c3)C(=O)C21 (centres undefined)	99	-8	0	2.2	-1
16	COc1cc(C(=O)N2CCN(c3ccc(C)cc3C)CC2)cc(OC)c1OC	98	7	5	0.0	-5
17	CCC(C)NC(=O)c1ccc(COc2ccccc2Cl)cc1 (centres undefined)	101	-14	-2	4.8	1
18	O=C(CCNS(=O)(=O)c1cccc2nonc12)NC1CCCCC1	110	-15	16	-0.5	-11
19	Cc1ccc(C=C2C(Cl)=C(Cl)C(Cl)=C2Cl)cc1	99	-4	0	-1.1	34
20	CCCCCn1c(SCCOCC)nc2c1c(=O)[nH]c(=O)n2C	105	-59	1	4.0	-2

cpd	DNA FID counter	MEKK3 PB1 HTS	SUMO HTRF inh	GalR3 antag
11	-7	141*	0	-3
12	4	100	11	-6
13	7	107	6	-3
14	-5	91	22	x
15	-29	99	5	-6
16	-35	101	5	-2
17	-17	99	1	-2
18	3	124	8	-2
19	3	101	36	x
20	-20	102	3	x

Additional structures follow.
cpd	structure	MEKK2 WT-MEK5	CRFBP-R2 block	MEKK2mut PB1 HTS	CRFR2-BP ag	NS3 helicase inh
21	COc1ccccc1CNC(=O)CSc1nnc2ccc(-c3cccnc3)nn12	103	-7	171*	0.8	-8
22	C[C@H]1CC[C@]2(O[C@H](CCO)C[C@H](O)[C@H]2O)O1	107	-14	3	3.0	x
23	O=C(NC1CC2CCC(C1)N2Cc1ccccc1)c1ccccc1Cl (centres undefined)	101	10	7	-0.9	1
24	CC(=O)c1cccc(N(C(=O)Cn2nnc3ccccc32)C(C(=O)NCc2ccccc2)c2ccccn2)c1 (centres undefined)	105	-9	2	-3.9	-5
25	Cc1cccc(CN2C(=O)NC(c3ccccc3)(c3ccccc3)C2=O)c1	95	1	6	1.7	-15
26	N/C(=N\c1nc2ccccc2o1)NC(=O)/C=C/c1ccccc1	90	-12	-14	1.2	-8
27	O=C(Nc1cc(S(=O)(=O)N2CCOCC2)ccc1N1CCCCC1)c1cc(-c2ccccn2)nc2ccccc12	94	6	-2	0.8	-12
28	Cc1cc(C)c2c(n1)sc1c(=O)[nH]c(SCc3ccccc3)nc12	101	-2	0	-1.2	0
29	O=C(Nc1ccc(O)cc1)c1ccccc1OCc1ccccc1	96	4	-2	-1.8	-4
30	[O-]/[N+](=C/c1ccco1)c1ccccc1	94	-11	1	-0.2	3

cpd	DNA FID counter	MEKK3 PB1 HTS	SUMO HTRF inh	GalR3 antag
21	-6	105	7	1
22	x	107	x	-5
23	-4	103	13	-11
24	-32	130*	16	-1
25	-26	104	0	-13
26	-3	91	19	-5
27	-1	100	2	1
28	-5	102	5	-4
29	-23	97	-16	-5
30	-1	97	14	-8

Continuation:
cpd	structure	MEKK2 WT-MEK5	CRFBP-R2 block	MEKK2mut PB1 HTS	CRFR2-BP ag	NS3 helicase inh
31	CC(=O)Nc1ccc(/C=N/Nc2ccc(C(=O)c3c(C)cc4ccccn34)cc2[N+](=O)[O-])cc1	69	9	-7	-0.3	9
32	Cc1ccc(C(=O)NCCc2nnc3ccc(SCC(=O)N4CCCC4)nn23)cc1	101	-21	-1	-4.0	9
33	CC1(C)CC(=O)C2=C(C1)Nc1ccccc1NC2	105	-21	0	55*	1
34	CN(C)/C=N/c1sc2c(c1C#N)CC(C)(C)NC2(C)C	97	-21	8	-0.2	3
35	CCCn1nnnc1NCc1ccccc1OCC	113	4	12	4.8	-1
36	Cc1cc(C)n(-c2ccc(C(=O)OCC(=O)Nc3ccc(S(=O)(=O)N4CCCCC4)cc3)cc2)n1	103	15	-1	1.1	-7
37	Cc1cc(Oc2ccccc2)nc(SCC(N)=O)n1	101	-4	0	-0.2	5
38	COc1cccc(-n2cnc3scc(-c4cccs4)c3c2=O)c1	97	-2	-3	2.8	-7
39	COc1cccc(CNC(=O)Cn2ccc3cc(S(=O)(=O)N4CCCC4)ccc32)c1	96	7	2	-1.2	-3
40	CCCNc1nc(-c2cc(C(=O)Nc3ccccc3)on2)cc(C(C)C)n1	99	-11	-2	12	x

cpd	DNA FID counter	MEKK3 PB1 HTS	SUMO HTRF inh	GalR3 antag
31	0	66	-11	-2
32	-21	101	13	-2
33	5	109	23	10
34	2	110	13	-2
35	-4	108	14	-8
36	-17	101	-13	x
37	2	101	2	-2
38	-13	98	4	-1
39	-30	95	7	5
40	x	96	x	-8

(more compounds)
cpd	structure	MEKK2 WT-MEK5	CRFBP-R2 block	MEKK2mut PB1 HTS	CRFR2-BP ag	NS3 helicase inh
41	CCC(=O)NC(C)C(c1cccs1)N1CCN(Cc2ccccc2)CC1 (centres undefined)	110	5	5	1.0	3
42	O=c1c2ccccc2c(-c2ccc(Cl)cc2)nn1-c1ccccc1	98	7	-3	2.4	6
43	CC1(C)CC(=O)C/C(=N/NC(=O)C2CCN(S(=O)(=O)c3cccs3)CC2)C1	98	-5	1	1.5	0
44	COc1cccc(CN2CCNC(=O)C2CC(=O)NCC2CCOCC2)c1 (centres undefined)	103	-11	3	3.4	10
45	O=C(O)c1cc(-c2cccc(Cl)c2)nc2nc(N3CCCCC3)sc12	96	42	-2	3.0	27
46	CC(=O)Nc1ccc(S(=O)(=O)NC(C(=O)O)C(C)C)cc1 (centres undefined)	106	-12	5	-0.5	5
47	CN(CC(=O)Nc1ccccc1Br)C(=O)c1ccc(COc2ccccc2)cc1	99	0	3	-2.6	-20
48	c1ccc(CCCOCCC2CO2)cc1 (centres undefined)	101	x	-3	x	8
49	COc1cccc(-c2cc(C(=O)N3CC4(C)CC3CC(C)(C)C4)no2)c1 (centres undefined)	108	-29	3	-0.3	3
50	O=C(C1CCCN1S(=O)(=O)c1cccc2cccnc12)N1CCc2ccccc2C1 (centres undefined)	105	-11	2	-1.0	-6

cpd	DNA FID counter	MEKK3 PB1 HTS	SUMO HTRF inh	GalR3 antag
41	-4	105	-4	x
42	-2	101	-12	-6
43	-8	99	14	-2
44	-11	98	8	-6
45	-37	96	18	-2
46	0	104	x	-4
47	-39	102	9	-3
48	-4	100	-2	x
49	-5	101	-3	-4
50	-26	103	16	0

Structures from the list above containing a thiophene ring, fused or not (7):
cpd	structure	MEKK2 WT-MEK5	CRFBP-R2 block	MEKK2mut PB1 HTS	CRFR2-BP ag	NS3 helicase inh
4	CCc1c(C)nc2ncnn2c1NCc1cccs1	106	7	4	0.2	-2
6	CCN1CCN(C(=O)/C(=C/c2cccs2)NC(=O)c2ccc(C)c(C)c2)CC1	105	-6	4	-0.7	-14
28	Cc1cc(C)c2c(n1)sc1c(=O)[nH]c(SCc3ccccc3)nc12	101	-2	0	-1.2	0
34	CN(C)/C=N/c1sc2c(c1C#N)CC(C)(C)NC2(C)C	97	-21	8	-0.2	3
38	COc1cccc(-n2cnc3scc(-c4cccs4)c3c2=O)c1	97	-2	-3	2.8	-7
41	CCC(=O)NC(C)C(c1cccs1)N1CCN(Cc2ccccc2)CC1 (centres undefined)	110	5	5	1.0	3
43	CC1(C)CC(=O)C/C(=N/NC(=O)C2CCN(S(=O)(=O)c3cccs3)CC2)C1	98	-5	1	1.5	0

cpd	DNA FID counter	MEKK3 PB1 HTS	SUMO HTRF inh	GalR3 antag
4	-4	109	-4	-13
6	1	100	4	-1
28	-5	102	5	-4
34	2	110	13	-2
38	-13	98	4	-1
41	-4	105	-4	x
43	-8	99	14	-2

Other structures:
cpd	structure	MEKK2 WT-MEK5	CRFBP-R2 block	MEKK2mut PB1 HTS	CRFR2-BP ag	NS3 helicase inh
51	COc1ccc(/C=C(/NC(=O)c2ccco2)C(=O)N2CCCCC2)cc1	106	-15	8	2.1	2
52	O=C(CSc1nnc(-c2ccc(F)cc2)o1)N1CCCCC1	100	-1	4	-1.2	-2
53	CC(=O)/C(C[N+]1(C)CCCCC1)=N\O	94	-12	-3	-0.3	-1
54	CCOc1ccc2c(c1)c(=O)c(S(=O)(=O)c1ccc(C)cc1)cn2CC	108	-12	3	-5.8	7
55	O=C(Cn1cc([N+](=O)[O-])cn1)Nc1ccn(Cc2c(F)c(F)c(F)c(F)c2F)n1	100	0	1	3.8	5
56	N=c1c2c(-c3ccccc3)c(-c3ccccc3)n(Cc3ccccc3)c2ncn1CCCO	155*	-39	18	-0.6	-75
57	CCOCCCN1CN(Cc2ccco2)CNC1=S	97	-11	0	1.3	6
58	CC(C)CNS(=O)(=O)c1ccc(S(=O)(=O)N2CCC3(CC2)OCCO3)cc1	100	0	-1	-1.4	3
59	COC(=O)CN1C(=O)N/C(=C/c2ccc(C)o2)C1=O	108	-3	6	1.1	3
60	O=S(=O)(c1ccc2ccccc2c1)N1CCN(S(=O)(=O)N2CCCCC2)CC1	99	1	4	3.7	0
61	CCOC(=O)Cc1nnc2c(Nc3ccc(Cl)cc3)nc3nonc3n12	93	-10	-4	0.7	-2
62	COc1cccc2c1OC1(C)CC2N(C(=O)c2ccco2)C(=S)N1c1ccc(F)cc1 (centres undefined)	96	-3	0	-0.8	-8

cpd	DNA FID counter	MEKK3 PB1 HTS	SUMO HTRF inh	GalR3 antag
51	-39	103	1	0
52	-14	101	-1	1
53	-9	95	-24	-3
54	-34	102	21	-7
55	0	96	16	-1
56	17	109	30	-5
57	-4	103	94	-2
58	-12	101	-10	-6
59	-2	105	25	1
60	-6	104	12	-2
61	3	97	-15	-4
62	-10	98	23	0

Compound activity from PubChem BioAssay.
